Shiga toxin inh: inhibitors of Shiga toxin in Vero cells; 290,000 tested, 9.2% active; inhibition, % at 38.7 µM; Vero cells, Shiga toxin protein synthesis inhibition reporter; AID 2315; in the data active = inhibition mostly above about 28%, no sharp cut-off; inactive = mostly below about 43%; also: 0% is about no effect
Tb PYK inh: blocks Trypanosoma brucei pyruvate kinase; Q57TT1; TbPYK enzyme, Kinase-Glo Plus ATP luminescence, 45 min; Potency, µM (doses to about 76.8 µM), inactives show at the highest dose activity, negative = inhibition, usual class: inhibitors; 410,000 tested, 0.12% active; also: potency is read from the fitted curve at half-maximal effect; % is scaled to controls: 0 for no effect and ±100 for the full control effect; nearly all actives have a fitted effect of over 50% in size
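Screened from lowest to highest concentration, compounds were pinned into TbPYK/substrate mixtures, and ADP (130 uM final) was added. Plates sat at room temperature for 45 min prior to Kinase-Glo Plus detection by luminescence.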
LmPK inh: inhibitors of Leishmania mexicana pyruvate kinase | purified LmPK, Kinase-Glo ATP luminescence, 1 h | Potency, µM (top dose mostly 57.5 µM), for the others: at the highest dose activity change, negative = inhibition, usual class: inhibitors | 290,000 tested, 0.37% active | AID 1721; also: potency is read from the fitted curve at half-maximal effect; % is scaled to controls: 0 for no effect and ±100 for the full control effect
Target sequence (Q27686 whole entry, looked up): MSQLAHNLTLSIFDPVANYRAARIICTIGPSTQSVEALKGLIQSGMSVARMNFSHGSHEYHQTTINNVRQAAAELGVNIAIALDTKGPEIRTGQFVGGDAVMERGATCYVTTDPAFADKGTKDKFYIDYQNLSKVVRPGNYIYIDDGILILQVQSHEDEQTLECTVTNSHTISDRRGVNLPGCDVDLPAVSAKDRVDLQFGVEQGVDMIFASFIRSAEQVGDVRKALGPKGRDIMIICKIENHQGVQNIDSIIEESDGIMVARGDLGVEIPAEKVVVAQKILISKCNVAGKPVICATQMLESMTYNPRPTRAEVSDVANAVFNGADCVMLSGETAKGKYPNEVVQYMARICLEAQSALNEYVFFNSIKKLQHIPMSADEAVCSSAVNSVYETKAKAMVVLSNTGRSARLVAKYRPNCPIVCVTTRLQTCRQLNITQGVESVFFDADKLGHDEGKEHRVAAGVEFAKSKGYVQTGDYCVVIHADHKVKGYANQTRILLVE
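qHTS format; LmPK 0.1 nM; substrates PEP 0.5 mM and ADP 0.1 mM. One-hour room-temperature incubation, then coupled luciferase luminescence; 0.5 nM enzyme wells mark activation.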
Pf growth 48h: inhibits P. falciparum growth in the first generation, 48 h; P. falciparum luciferase growth in erythrocytes, 48 h; Potency, µM (doses to about 28.7 µM), inactives show top-dose activity change, negative = inhibition, most hits filed as inhibitors; 310,000 tested, 5.9% active; AID 504832; also: potency is read from the fitted curve at half-maximal effect; % is scaled to controls: 0 for no effect and ±100 for the full control effect
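Luciferase-expressing parasites in RBCs, 2% Hct / 0.1% parasitemia final; RPMI 1640 + 0.5% Albumax; 37 C, 5% CO2, one generation; luminescence read-out, lower signal = inhibition.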
Pf growth 96h: P. falciparum growth inhibition at 96 hours | P. falciparum luciferase reporter growth, 96 h | Potency, µM (top dose mostly 28.7 µM), for inactives: top-dose activity change, negative = inhibition, most hits filed as inhibitors | 320,000 tested, 6.9% active | AID 504834; also: potency is read from the fitted curve at half-maximal effect; % is scaled to controls: 0 for no effect and ±100 for the full control effect
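Delayed-death screen, second-generation endpoint: infected erythrocytes, 2% hematocrit, 0.05% parasitemia final; 96 hours at 37 C, 5% CO2; luciferase detection reagent; luminescence decrease equals reduced growth.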
HCV inh: inhibitors of hepatitis C virus infection; Huh7.5.1 HCVcc-Cre infection, luciferase reporter, 44 h; Potency, µM (highest dose often 41.8 µM), for inactives: at the highest dose activity change, negative = inhibition, hits mostly inhibitors; 340,000 tested, 3.4% active; AID 651820; also: potency is read from the fitted curve at half-maximal effect; % is scaled to controls: 0 for no effect and ±100 for the full control effect
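Cells (1,000/well) were plated 4 h before compound, then infected with HCVcc-Cre virus (~0.5 moi). After 44 h further culture, infection was read as luciferase luminescence following a 15 min substrate incubation at room temperature.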
Cycloheximide cs: counter-screen hit for Shiga toxin inhibitors, cycloheximide; cell reporter, cycloheximide protein synthesis inhibition counterscreen; max response, %; 300,000 tested, 12% active; in the data active = max response mostly above about 13%, no sharp cut-off; inactive = mostly below about 14%; also: read at 38.3 µM for the half of the compounds with a filed dose; 0% is about no effect
* = called active by the depositor; ? = inconclusive; . = no result given; & = joins results of further samples; [ ] = remark or other dose. Unless noted, calls follow the shape of the dose curve; as a rule, active = well fitted curve in the direction sought with a large enough effect; inconclusive = small, poorly fitted or top-dose-only effect, or another doubt; inactive = no such curve, though single readings can be large; an effect the other way counts as inactive or inconclusive.

Assay codes – A = Shiga toxin inh; B = Tb PYK inh; C = LmPK inh; D = Pf growth 48h; E = Pf growth 96h; F = HCV inh; G = Cycloheximide cs
Cc1cc(C(=O)CN2C(=O)C(=O)N(Cc3ccccc3)C2=O)c(C)n1CC1COc2ccccc2O1 (configuration not stated)
  A: 15	B: 2%	C: 1%	D: ?	E: ?	F: 11µM*	G: 1
COc1cc(C(=O)Nc2ccc3c(c2)OCO3)ccc1OCc1c(C)noc1C
  A: 24	B: 2%	C: -1%	D: 0%	E: ?	F: ?	G: 1
CCOc1c(OC(C)=O)ccc(/C=C2\N=C(SCC)SC2=O)c1[N+](=O)[O-]
  A: -5	B: 3%	C: -2%	D: -3%	E: -6%	F: 11%	G: -3
Cc1ccc(NC(=O)CN(C)C(=O)c2cc3ccccc3o2)cc1
  A: 17	B: 3%	C: 3%	D: ?	E: 5%	F: 9%	G: 1
COCCN(CCOC)C(=O)c1ccc(CSc2nc3ccccc3s2)cc1
  A: 53*	B: -6%	C: -3%	D: 32%[activator]	E: -1%	F: ?	G: 32*
Nc1nc(CSc2nnc(-c3cccc(F)c3)n2-c2ccccc2)nc(N2CCOCC2)n1
  A: -9	B: -2%	C: 1%	D: 9%	E: -18%	F: 13%&7%	G: 6
O=c1[nH]c(CSc2ncc(C(F)(F)F)cc2Cl)nc2cc(C(F)(F)F)ccc12
  A: -11	B: -6%	C: -4%	D: 8%	E: -4%	F: 6%	G: -1
O=C(Nc1ccccc1)Nc1snnc1C(=O)Nc1cccc(O)c1
  A: 66	B: -3%	C: 3%	D: -18%	E: 2%	F: -27%	G: 11
O=C(CN1CCCCCC1)N1c2ccccc2C=Cc2ccccc21
  A: -13	B: -1%	C: 1%	D: -20%	E: .	F: 14%	G: -2
Cc1ccc(S(=O)(=O)CCC(=O)NC2CCCC2)cc1
  A: -8	B: -3%	C: -4%	D: 13%	E: -18%	F: 5%	G: -1
Cc1ccc(C)c(CSCC(=O)NCc2cccs2)c1
  A: 33	B: -8%	C: 13%	D: ?	E: ?	F: -6%	G: -2
COc1cc(OC)c(/C=N/n2c(C)nnc2C)c(OC)c1
  A: -2	B: -2%	C: -2%	D: -2%	E: 0%	F: 10%	G: 6
COCCNC(=O)c1ccc(CS(=O)(=O)c2ccc(Cl)cc2)o1
  A: -16	B: -3%	C: -3%	D: 24%	E: ?	F: 6%	G: -3
O/N=C/c1cc(Cl)ccc1OCc1cccc2ccccc12
  A: 56	B: .	C: 0%	D: 3%	E: 63%[activator]	F: .	G: 9
COc1cccc(CNC(=O)c2cc(S(=O)(=O)N3CCOCC3)ccc2N2CCCC2)c1
  A: .	B: 1%	C: .	D: ?	E: ?	F: 4%	G: .
COc1cccc(N2CCN(S(=O)(=O)c3cccc4nsnc34)CC2)c1
  A: -3	B: -5%	C: 0%	D: 4%	E: -7%	F: 30%	G: 1
Cc1cc(=O)nc2c3ccccc3n(C(C)C(=O)Nc3cc(F)ccc3F)n12 (configuration not stated)
  A: -9	B: 2%	C: 1%	D: ?	E: 10µM*	F: -18%	G: 2
CC(C)CCn1c(=O)c2ccccc2n2c(CN3CCCC3)nnc12
  A: -7	B: 0%	C: -2%	D: 0%	E: -9%	F: -2%	G: 0
O=C(NC1CCCC1)C(c1ccncc1)N(C(=O)c1csnn1)c1ccc(F)c(Cl)c1 (configuration not stated)
  A: -14	B: -3%	C: -5%	D: ?	E: 11%	F: 34%[activator]	G: 3
Cc1c(NC(=O)COc2ccc3ccc(=O)oc3c2)c(=O)n(-c2ccccc2)n1C
  A: .	B: 4%	C: .	D: -7%	E: 42%[activator]	F: 7%	G: .
C=CCn1cc(-c2ccc(Cl)cc2)cc(C#N)c1=O
  A: -10	B: -11%	C: 7%	D: .	E: -3%	F: 14%	G: 10
CCS(=O)(=O)N1CCN(C(=O)C(c2ccccc2)c2ccccc2)CC1
  A: -4	B: .	C: 6%	D: .	E: -26%	F: 6%	G: -3
O=C(Nc1cccc(-c2cnc3ccccc3n2)c1)C1CC(=O)N(c2ccccc2)C1 (configuration not stated)
  A: 25	B: -7%	C: 3%	D: 3%	E: 14%	F: 13µM*	G: 18
O=C(Nc1cccc(C(=O)N2CCOCC2)c1)c1ccccc1Cl
  A: 9	B: 1%	C: -1%	D: 12%	E: ?	F: 20%	G: 10
COc1ccc(CCNC(=O)c2ccc(S(=O)(=O)N3CCCCC3)cc2)cc1
  A: .	B: 0%	C: .	D: ?	E: ?	F: ?	G: .
CCCN(CC(=O)Nc1ccccc1C)C(=O)CSc1ccccc1C
  A: .	B: 1%	C: .	D: ?	E: -12%	F: 5%	G: .
Cc1ccc(NC(=O)CCN2C(=O)c3ccccc3C2=O)c(C)c1
  A: -3	B: -4%	C: -12%	D: .	E: ?	F: 31%[activator]	G: -3
CC(C)(C)C(=O)Nc1nnc(CCc2ccccc2)s1
  A: 81*	B: -9%	C: 0%	D: 145%[activator]	E: 472%[activator]	F: 27%	G: 50*
FC(F)(F)c1cc(-c2ccco2)nc(-n2cnc3ccccc32)n1
  A: 3	B: 4%	C: 2%	D: 22%	E: -18%	F: ?	G: -4
Cn1cc(S(=O)(=O)N2CCC3(CC2)OCCO3)c(=O)n(C)c1=O
  A: -2	B: 0%	C: 1%	D: 8%	E: 13%	F: 20%	G: -2
Cc1onc(-c2c(F)cccc2Cl)c1C(=O)c1ccc(F)cc1
  A: -6	B: 2%	C: 2%	D: -42%	E: 0%	F: -24%	G: -2
O=C(NC1=NCCS1)C1CC(=O)N(c2ccccc2)C1 (configuration not stated)
  A: -15	B: -8%	C: -2%	D: 9%	E: -28%	F: -17%	G: -3
CC1CCN(S(=O)(=O)c2ccc3c(c2)N(CC(=O)NCCCN2CC(C)CC(C)C2)C(=O)CS3)CC1 (configuration not stated)
  A: -3	B: 7%	C: 1%	D: ?	E: 12%	F: -11%	G: 1
O=C(Oc1ccc2ccc(=O)oc2c1)C1CCCCC1
  A: -11	B: -1%	C: -1%	D: 0%	E: 181%[activator]	F: 27%	G: -4
Cc1ccc(C)c(-n2c(SCC(=O)N3CCCC3)nnc2-c2ccccn2)c1
  A: -7	B: 3%	C: 1%	D: 10%	E: -17%	F: 2%	G: -6
O=C(NCCN1CCN(C(=O)NC2CCCCC2)CC1)NC1CCCCC1
  A: 14	B: 1%	C: 0%	D: 24%	E: 13µM*	F: 6%	G: 1
Cc1c(Cl)c([N+](=O)[O-])nn1CCCC(=O)Nc1cccnc1
  A: -7	B: 3%	C: 0%	D: 13%	E: 242%[activator]	F: 2%	G: 8
CCn1c(SCC(=O)NNC(=O)c2ccco2)nnc1-c1ccco1
  A: -6	B: -12%	C: 4%	D: 0%	E: 234%[activator]	F: 8%	G: -5
Cn1c(N)c(C(=O)COC(=O)c2ccc(OC(F)F)cc2)c(=O)n(C)c1=O
  A: .	B: -9%	C: .	D: ?	E: 25%	F: 7%	G: .
O=C(c1cccs1)N(C(=O)c1cccs1)c1ccc(Br)cn1
  A: 57	B: 2%	C: -25%	D: 184%[activator]	E: .	F: -23%	G: 37*
Cc1ccc(NC(=O)c2cc3ccccc3o2)cc1Cl
  A: 111*	B: 2%	C: -10%	D: 103%[activator]	E: ?	F: -14%	G: 47*
Cc1cccc(NC(=S)NNC(=O)c2csc(C(C)C)c2)c1
  A: 42*	B: -7%	C: -7%	D: 128%[activator]	E: 116%[activator]	F: -23%	G: 42*
CC1(C)Cc2ccccc2-c2nnc(-c3cccnc3)n21
  A: -19	B: 3%	C: -6%	D: 2.3µM*	E: .	F: 20%	G: -5
O=C(CCN1C(=O)S/C(=C\c2ccccc2)C1=O)N1CCCCC1
  A: 75*	B: 18%	C: 3%	D: -5%	E: 27%	F: -5%	G: 27*
CCn1cc([N+](=O)[O-])c(=O)c2cc(F)c(N3CCOCC3)cc21
  A: -5	B: -4%	C: 0%	D: ?	E: ?	F: 10%	G: 0

Record cards, as listed above. Values in the order: Shiga toxin inh | Tb PYK inh | LmPK inh | Pf growth 48h | Pf growth 96h | HCV inh | Cycloheximide cs
O=C(c1cccs1)N(C(=O)c1cccs1)c1ccc(Br)cn1 in the list: 57 | 2% | -25% | 184%[activator] | . | -23% | 37*
CCn1cc([N+](=O)[O-])c(=O)c2cc(F)c(N3CCOCC3)cc21 in the list: -5 | -4% | 0% | ? | ? | 10% | 0

Just Pf growth 48h and Tb PYK inh, for three of the compounds above:
compound,Pf growth 48h,Tb PYK inh
Cc1cccc(NC(=S)NNC(=O)c2csc(C(C)C)c2)c1,128%[activator],-7%
CC1(C)Cc2ccccc2-c2nnc(-c3cccnc3)n21,2.3µM*,3%
O=C(CCN1C(=O)S/C(=C\c2ccccc2)C1=O)N1CCCCC1,-5%,18%

Remaining list, next part
Assay codes – A = Shiga toxin inh; B = Tb PYK inh; C = LmPK inh; D = Pf growth 48h; E = Pf growth 96h; F = HCV inh; G = Cycloheximide cs
COc1ccccc1S(=O)Cc1ccc(C(=O)O)o1 (configuration not stated)
  A: -14	B: -13%	C: 1%	D: -3%	E: ?	F: 5%	G: -6
COc1cc(NC(=O)C/C(C)=N/NC(=O)Cc2ccc(Cl)cc2)c(OC)cc1Cl
  A: -17	B: 0%	C: 1%	D: -16%	E: -96%	F: -27%	G: -5
CCOc1ccc(NC(=O)Nc2cccc(C)n2)cc1
  A: 72*	B: 12%&-7%	C: 2%	D: 77%[activator]	E: ?	F: 6%	G: 28*
COc1ccc(Cn2nnnc2C(C(C)C)N2CCc3ccccc32)cc1 (configuration not stated)
  A: -1	B: -6%	C: 2%	D: ?	E: -16%[5.75 µM]	F: 13%	G: 2
Cc1ccc(NC(=O)CCc2c(C)nn(-c3ccc(N4CCOCC4)nn3)c2C)cc1C
  A: 50*	B: -1%	C: 3%	D: -24%	E: 14%	F: -19%	G: 20*
NC(=O)C1=NOC(CNc2ncc(C(F)(F)F)cc2Cl)C1 (configuration not stated)
  A: 87*	B: -2%	C: 3%	D: .	E: 66%[activator]	F: 8%	G: 36*
Nc1cccc(-n2nncc2-c2ccccc2)c1
  A: -14	B: 5%	C: 0%	D: -10%	E: -6%	F: 2%	G: -3
O=S(=O)(c1ccccc1)c1nc(-c2ccc(F)cc2)oc1N1CCOCC1
  A: -4	B: 4%&3%	C: 1%	D: -6%	E: 34%[activator]	F: -5%	G: -2
COc1ccc(NC(=O)CN2CCN(c3c(C)cccc3C)CC2)cc1
  A: 12	B: 4%	C: -6%	D: -18%	E: -3%	F: ?	G: 6
C/C(=N\O)C(=O)NCCN(C)C
  A: -12	B: -4%	C: -1%	D: 15%	E: ?	F: ?	G: 1
COc1cc(C(=O)OCC(=O)NC(=O)c2cccn2C)ccc1OC(F)F
  A: -9	B: 4%	C: 8%	D: 21%	E: 0%	F: ?	G: -5
COc1ccc(N(CN2C(=O)C3C4C=CC(C4)C3C2=O)C(=O)c2ccco2)cc1 (configuration not stated)
  A: -4	B: 3%	C: 4%	D: ?	E: 2%	F: 21%	G: 1
CC1Cc2ccccc2N1Cc1cc(=O)c(OCC(=O)NCCc2ccccc2)co1 (configuration not stated)
  A: .	B: 1%	C: .	D: 13µM*	E: ?	F: ?	G: .
O=C(C1CCCCC1)N1CCN=C1SCc1cccnc1
  A: -5	B: -1%	C: 0%	D: .	E: ?	F: 24%	G: -7
